Compound activity from PubChem.
NPYLR7 agonist – mosquito NPYLR7 agonism | HEK293T NPYLR7/Galpha15, GCaMP6s calcium fluorescence | activation, % at 10 µM | 270,000 tested, 0.15% active; in the data active means activation above about 40%;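 further: 0% = vehicle and 100% = reference agonist at the receptor; some compounds past the cut are filed as inactive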
hcGAS inh – inhibitors of human cGAS; recombinant h-cGAS, ATP depletion, Kinase-Glo luminescence; inhibition, % at 12.5 µM; 290,000 tested, 0.081% active; AID 1259398;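 further: 0% = vehicle reaction and 100% = reaction without DNA for no activity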
Target sequence (Q8N884 whole entry, looked up): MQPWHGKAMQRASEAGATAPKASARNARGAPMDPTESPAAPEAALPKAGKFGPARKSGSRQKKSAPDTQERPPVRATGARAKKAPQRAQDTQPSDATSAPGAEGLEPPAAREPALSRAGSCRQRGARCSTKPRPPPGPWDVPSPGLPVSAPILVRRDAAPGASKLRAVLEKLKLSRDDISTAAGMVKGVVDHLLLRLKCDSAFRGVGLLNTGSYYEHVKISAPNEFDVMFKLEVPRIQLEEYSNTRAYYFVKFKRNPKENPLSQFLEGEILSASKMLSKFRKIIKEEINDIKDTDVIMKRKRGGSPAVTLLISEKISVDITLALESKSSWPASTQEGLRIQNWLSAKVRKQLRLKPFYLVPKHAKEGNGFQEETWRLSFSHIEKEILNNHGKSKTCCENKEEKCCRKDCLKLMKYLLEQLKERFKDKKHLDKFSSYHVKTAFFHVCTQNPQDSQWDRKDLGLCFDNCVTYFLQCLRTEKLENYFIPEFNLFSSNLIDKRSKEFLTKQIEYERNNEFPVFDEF
mcGAS lum – blocks mouse cGAS activity; Q8C6L5; inhibition, % at 12.5 µM; 160,000 tested, 0.15% active; AID 1259399; recombinant cGAS, Kinase-Glo ATP depletion luminescence;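 further: 0% = negative control wells and 100% = reference inhibitor with no enzyme activity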
The depositor's hits bear a star; · = no result given; & = joins results of further samples. Unless noted, no stated cut-off is given here; in the data, active means inhibition above about 40%; inactive means the rest.

SMILES	NPYLR7 agonist	hcGAS inh	mcGAS lum
Cc1cc(C)nc(Cc2nc3ccc(Br)cc3c(=O)[nH]2)n1	-23	-9	·
O=C(Cn1c(O)c(N=Nc2ccccc2[N+](=O)[O-])c2ccccc21)Nc1ccccc1	-5	-2	-4
Cc1cc(C)c(NC(=O)C2=NN(C)C(=O)CC2)c(Cl)c1	-1	-11	·
CCOC(=O)C1(Cc2ccccc2C)CCCN(C(=O)c2ccc3nccnc3c2)C1 (stereo unspecified)	-8	-2	-4
COc1ccc(/C=C(/C#N)C(=O)Nc2ccccc2OC)cc1	0	7	2
COc1cccc(CN2CCC2(C)C(=O)Nc2ccc3c(c2)OCCO3)c1F (stereo unspecified)	6	-4	·
Cc1ccc(C(C)(C)C)cc1S(=O)(=O)N1CCn2cccc2C1C (stereo unspecified)	-1	-2	·
O=C(Cc1cccs1)Oc1coc(CSc2ncccn2)cc1=O	-14	3	5
CCOc1ccccc1N1CCN(C(=O)c2cc(-c3cccc(OC)c3)nc3cc(C(C)(C)C)nn23)CC1	-10&8	-8&2	-6&-3
COc1ccc(OCCN(C)CN2C(=O)NC3(CCC(C(C)(C)C)CC3)C2=O)cc1 (stereo unspecified)	12	-7	·
Cn1nnc2c(N3CCN(C(=O)C4c5ccccc5Oc5ccccc54)CC3)ncnc21	1	-4	·
Cc1ccc(-c2ccc(=O)n(CCCNC(=O)Nc3ccc4c(c3)OCO4)n2)cc1	-2	-2	·
Cc1cccc(NC(=O)CSc2nc3c(c(=O)[nH]2)CN(CCc2ccccc2)CC3)c1C	-6	-6	-7
C=CCN(CC=C)C(=O)c1cc(OC)c(OC)c(OC)c1	8	-2	·
CC(=O)Nc1nnc(SCCCOc2ccccc2)s1	-3	-4	-5
CC1CC(NN(C)C)C(C#N)(C#N)C(C)C1(C#N)C#N (stereo unspecified)	0	2	·
CCCc1nnc2c(C(=O)NCc3ccco3)cccn12	-3	-4	-3
CN(c1ccccc1)c1ccc(CN2CCC(CO)(CC3CCCCO3)CC2)cc1 (stereo unspecified)	2	6	-3
CN(CC1(N2CCOCC2)CCCCC1)C(=O)c1cn(CCC2CCCCC2)nn1	2	-4	·
O=C(c1nc2ccccn2c1-c1nc2ccc(F)cc2[nH]1)N1CCOCC1	22	-5	·
Cc1cc(C(=O)Nc2cccc(C(=O)N(C)C)c2)no1	2	-9	·
O=[N+]([O-])c1ccc(S(=O)(=O)NCCOc2ccc(-c3cccs3)nn2)cc1	-1	-10	-7
O=C(Cc1ccsc1)NCc1cccs1	6	-5	·
CC(=O)Oc1c(C)cc(CN(C)Cc2c(C)noc2C)cc1C	-1	-3	-13
N#Cc1c2c(c(O)[nH]c1=O)CCCC2	13	8	12
SMILES	NPYLR7 agonist	hcGAS inh	mcGAS lum
COC(=O)Cn1c(O)c(N=NC(=O)CNC(=O)c2ccc(C(C)(C)C)cc2)c2ccccc21	10	-7	-3
NC(=O)c1cnc2n1CCN(C(=O)CCN1CCCCO1)C2	3	-5	-9
COc1ccc([N+](=O)[O-])cc1N=Nc1c(C)[nH]n(-c2nc(-c3ccc(Br)cc3)cs2)c1=O	-12	0	1
Cc1ccc(N2CCC(Nc3nccnc3C#N)CC2)nc1	6	-6	·
Cc1cc(NC(=O)NC(c2ccc(F)cc2)C2CCCC2)no1 (stereo unspecified)	4	-2	·
Cc1ccccc1-n1nc(C)c(-c2ccccc2)c1NC(=O)CN(CC(C)C)S(=O)(=O)c1ccc([N+](=O)[O-])cc1	-1	-7	-5
COc1ccccc1OCC(=O)NCC1CCCN(Cc2ccc(SC)cc2)C1 (stereo unspecified)	1	-9	·
O=C(Cc1cccs1)N1CC(C(=O)N2CCOCC2)CC(c2ccccc2)C1 (stereo unspecified)	6	-5	·
CC1(Cc2cc(Cl)ccc2C(F)(F)F)C(=O)Nc2cc(-c3ccccc3Cl)ccc21 (stereo unspecified)	2	1	-4
COc1ccc(-n2cc(CNCCn3cccn3)c(-c3ccccc3Cl)n2)cc1	9	-2	-2
O=C1c2ccccc2C(=O)N1c1ccccc1S(=O)C(F)(F)F (stereo unspecified)	5	-9	·
Cc1ccc(S(=O)(=O)N2CCN(c3ccc4c(c3)OCO4)C(=O)C2C)cc1 (stereo unspecified)	12	-3	-4
CN(C)c1cccc(Nc2cc(-c3ccc(-c4ccccc4)cc3)ncn2)c1	1	-4	·
CNC(=O)c1ccc(CN2CCCC(CCc3ccccc3C)C2)cc1 (stereo unspecified)	-6	-5	·
CCC(C)NS(=O)(=O)c1ccc(Sc2cc(C)ccc2C)cc1 (stereo unspecified)	-3	-7	-17
O=C1c2ccccc2C(=O)N1CCN1CCN(c2cccc(Cl)c2)CC1	-1	-5	-8
Cc1nn2c(NCCCN(C)C)cc(C(C)(C)C)nc2c1-c1ccccc1	-2	-2	-5
O=C(NC1CCS(=O)(=O)C1)OCCOC(=O)NC1CCS(=O)(=O)C1 (stereo unspecified)	19	-3	·
O=C(CSc1ncnc2sc3c(c12)CCC3)Nc1ccccc1Cl	-9	-1	-1
O=C(CCOc1ccccc1)N1CCCC(Nc2ccccc2)C1 (stereo unspecified)	3	-3	·
C1CCC(c2nc3c(c(N4CCOC5(CNCCOC5)C4)n2)CNC3)C1 (stereo unspecified)	30	-4	-17
CCC(=O)Nc1cc2nn(-c3ccc(C)cc3)nc2cc1Cl	0	3	-3
CC(C(=O)NCc1ccccc1-n1cccn1)n1cnc2ccccc21 (stereo unspecified)	·	-6	-12
O=C(CC1(C(=O)Nc2cccc(C(F)(F)F)c2)CCCC1)NC1CC1	11	-10	·
O=C(CC1C(=O)NCCN1CCc1ccccc1)NC1(CO)CCCC1 (stereo unspecified)	-4	4	1

Shown with each value named: part of the list above
> O=C1c2ccccc2C(=O)N1c1ccccc1S(=O)C(F)(F)F (stereo unspecified)
  NPYLR7 agonist = 5
  hcGAS inh = -9
  mcGAS lum = ·
> Cc1ccc(S(=O)(=O)N2CCN(c3ccc4c(c3)OCO4)C(=O)C2C)cc1 (stereo unspecified)
  NPYLR7 agonist = 12
  hcGAS inh = -3
  mcGAS lum = -4
> CN(C)c1cccc(Nc2cc(-c3ccc(-c4ccccc4)cc3)ncn2)c1
  NPYLR7 agonist = 1
  hcGAS inh = -4
  mcGAS lum = ·
> CNC(=O)c1ccc(CN2CCCC(CCc3ccccc3C)C2)cc1 (stereo unspecified)
  NPYLR7 agonist = -6
  hcGAS inh = -5
  mcGAS lum = ·

(listing goes on)
SMILES	NPYLR7 agonist	hcGAS inh	mcGAS lum
CC(C)c1nnsc1C(=O)N1CCC2(CC1)C(=O)NCCN2C	19	-7	-9
Cc1cccc(C(C2Sc3nc(C)nn3C2=O)N2CCC(O)CC2)c1 (stereo unspecified)	-4	-4	-7
CCCc1cc(N2CC(C)CC(C)C2)n2nc3nc(C)cc(C)c3c2n1 (stereo unspecified)	-1	5	0
C=C(C)Cn1c(=O)c2c(nc3n(-c4ccccc4N)c(C)c(C)n23)n(C)c1=O	1	1	-3
Cn1nnc(NC(=O)c2ccc(-c3ccccc3)cc2)n1	10	-11	·
O=C(Nc1ccc2c(c1)OCO2)C1CCCN(c2ccc(-c3ccco3)nn2)C1 (stereo unspecified)	-10	-10	-8
Cc1ccccc1CSc1nnc(CNC(=O)Nc2ccc(Cl)cc2Cl)n1-c1cc(Cl)ccc1Cl	-2	-13	-5
CC(=O)Nc1c2c(nn1-c1nc3ccccc3s1)CCC2	7	2	·
O=C(CC1C(=O)NCCN1C/C=C/c1ccccc1)NCCc1cnccn1 (stereo unspecified)	2	-2	-4
CCCCCC(=O)NC(N1CCCCC1)C(Cl)(Cl)Cl (stereo unspecified)	-2	-4	·
O=C1C(C(c2ccc(F)cc2)N2CCC3(CC2)OCCO3)Sc2nc(-c3ccco3)nn21 (stereo unspecified)	5	-5	-6
Cc1oc(-c2ccccc2)nc1-c1c(-c2ccccc2)ncn1C1CCNC1 (stereo unspecified)	1	-3	·
Cc1ccc2c(CC(=O)NCc3csc(C)n3)cc(=O)oc2c1	5	-4	·
c1ccc(-c2nc3c(c(N4CCN(Cc5cnn(-c6ccccc6)c5)CC4)n2)CCC3)cc1	-1&9	-10&-9	-10
COc1cc2[nH]c3c(=O)n(CCC(=O)N4CCC(C(N)=O)CC4)cnc3c2cc1OC	·	-4	-8
NC(=O)c1cc(Cl)nnc1N1CCCSCC1	14	-7	·
Cc1nc2sc(C)c(C)n2c(=O)c1NC(=O)CC(c1ccccc1)c1ccccc1	10	-6	·
O=C(C1CCCC1)N(Cc1nccn1Cc1ccc(Cl)cc1Cl)C1CC1	11	-2	-2
CCNC(=O)NC(Cc1ccccc1)C(=O)Nc1nnc(-c2cccc(OC)c2)s1 (stereo unspecified)	0	-3	-5
COc1ccccc1CCNC(=O)CN1CN(c2ccccc2)C2(CCN(C(=O)Nc3ccc(C)c(C)c3)CC2)C1=O	34	-6	-5
O=C(CSc1nnc(-c2cccs2)o1)NCCN1C(=O)CSC1=O	2	-4	·
Cc1cc(C(=O)Nc2nc(C)c(C)s2)sc1C	0	-5	-6
O=C(c1cc(Cl)cc(Cl)c1)N1CCC(Cc2ccc(-n3cccc3)cc2)CC1	1	4	-1
C=CCc1c(C)nc2c(-c3ccccc3)cnn2c1NCCN(C)C	1	-10	-9
CCOc1ncccc1-c1ncccc1C(=O)N1CCCC1	9	-5	·

Taken from above:
CC(C)c1nnsc1C(=O)N1CCC2(CC1)C(=O)NCCN2C | mcGAS lum = -9
Cc1ccc2c(CC(=O)NCc3csc(C)n3)cc(=O)oc2c1 | hcGAS inh = -4
Cc1cc(C(=O)Nc2nc(C)c(C)s2)sc1C | NPYLR7 agonist = 0
O=C1C(C(c2ccc(F)cc2)N2CCC3(CC2)OCCO3)Sc2nc(-c3ccco3)nn21 (stereo unspecified) | mcGAS lum = -6

The main list resumes, repeating the 4 entries before the break.
SMILES	NPYLR7 agonist	hcGAS inh	mcGAS lum
Cc1cc(C(=O)Nc2nc(C)c(C)s2)sc1C	0	-5	-6
O=C(c1cc(Cl)cc(Cl)c1)N1CCC(Cc2ccc(-n3cccc3)cc2)CC1	1	4	-1
C=CCc1c(C)nc2c(-c3ccccc3)cnn2c1NCCN(C)C	1	-10	-9
CCOc1ncccc1-c1ncccc1C(=O)N1CCCC1	9	-5	·
N#Cc1cc(S(N)(=O)=O)ccc1N1CCCCC(N2CCCC2)C1 (stereo unspecified)	-8&12	2&-4	-8
CCc1nc(CN2CCC(c3ccnc(-c4cccc(O)c4)c3)C2)c(C)[nH]1 (stereo unspecified)	5	1	·
COCCNCc1cn(-c2ccccc2)nc1-c1ccc(OC)cc1	0	-8	·
C=CCn1c(SCC(=O)c2cc(C)n(C3CC3)c2C)nnc1-c1ccoc1C	3	-1	·
COc1ccc(C(CC(=O)N2CCN(C/C=C/c3ccccc3)CC2)c2cn(C)c3ccccc23)cc1OC (stereo unspecified)	·	-4	-7
CCCC(NC(=O)N1CCN(S(=O)(=O)N(CC)CC)CC1)c1ccccc1 (stereo unspecified)	3	-3	-14
CN1CCCc2cc(C(CNC(=O)NC(C)(C)C)N3CCCC3)ccc21 (stereo unspecified)	-7	-1	-5
CC1CCN(C(=O)c2ccc(S(C)(=O)=O)cc2)c2ccccc2N1 (stereo unspecified)	-2	-7	·
O=C(O)C1(O)C[C@@H](O)C(O)[C@H](O)C1 (stereo partly specified)	-15	11	·
Cn1cc(CN2CCOc3c(O)cc(-c4csc5ccccc45)cc3C2)cn1	-5	2	2
CC1CC(NC(=O)c2cncn2-c2ccc(-c3cc(C(F)(F)F)cc(C(F)(F)F)c3)cc2)CC(C)(C)C1 (stereo unspecified)	5	-7	-7
Cc1nc2nc3c(cn2n1)C(=O)CC(c1ccccc1)C3 (stereo unspecified)	12	-9	·
Cn1c(=O)c2c(ncn2CCN2C(=O)C3(CC(=O)N(Cc4ccccc4)C3=O)c3ccccc32)n(C)c1=O (stereo unspecified)	20	-4	-4
COc1cccc(-c2nc(C(=O)NC3CC3)cs2)c1OC	-1	6	·
Oc1oc(-c2ccccc2F)nc1C=Nc1cccc(Cl)c1	0	-3	·
Cc1cc(F)ccc1NC(=O)CCC1CCCN(C(=O)C2=CCCC2)C1 (stereo unspecified)	5	-6	-9
CCCS(=O)(=O)N1CCN(c2ccc(NC(=O)c3ccccc3F)cn2)CC1	3	0	-4
CCOC(=O)c1csc(CNC(=O)CCc2cccc(C)c2)n1	0	-6	·
CCCN(CCc1c[nH]c2ccc(NC(=O)C3C[C@H]3c3ccccc3)cc12)CC1CC1 (stereo partly specified)	1	-7	-6
O=c1c2ccccc2ncn1Cc1csc(-c2cccs2)n1	1	-7	·
CN(C)S(=O)(=O)c1cccc(CN2CCN(c3cnccn3)CC2)c1	13	-5	·
N#Cc1ccc(NCCNCC(=O)N2CCC[C@H]2C#N)nc1	-10	0	·
O=C(CCc1c[nH]c2ccccc12)N1CCOC(COc2cccc(C(F)(F)F)c2)C1 (stereo unspecified)	25	-5	-8
O=C(Cn1cnc([N+](=O)[O-])n1)N/N=C/c1c2ccccc2cc2ccccc12	-8	-6	-5
CCN(CC)C(=O)Oc1ccc2c(ccn2Cc2cc(C)cc(C)c2)c1NC(=O)c1cc(OC)c(OC)c(OC)c1	5	-10	-8
O=C(NC1CC1)c1cc2n(n1)CCN(C(=O)c1cc3sccc3[nH]1)C2	-3	-1	-8
C=CCn1c(SCC(=O)c2cc3ccccc3o2)nc2sc(C)cc2c1=O	-4	0	·
O=C(O)c1ccc2c(c1)CCN2C(=O)c1cnn(-c2ccccc2)c1	-7	-3	·
Cn1cc(CN2CCCC(N3CCN(c4ccccc4F)CC3)C2)c(-c2ccccc2)n1 (stereo unspecified)	-8	-1	-5
Cn1ccnc1SCCNc1nc2nonc2nc1N1CCCCC1	-4	5	·
